High-throughput results (PubChem BioAssay)
hiPSC survival: hiPSC single-cell survival enhancement; AID 602274; ATPlite luminescence; 100% = ROCK inhibitor wells, 0% = DMSO; actives 0.044% (n = 360,000); survival enhancement, % at 20 µM; in the data active means survival enhancement above about 18%;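 further: cells exposed to compounds for 16 hours before the ATP read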
KKLEB tox: counter-screen for CF NF-kB inhibitors: cytotoxicity. KKLEB CF airway cells viability, ATPlite luminescence, overnight; stronger effect = lower value; cells stimulated with P. aeruginosa culture filtrate. activity change (cytotoxicity), % at 5 µM. actives 0.36% (n = 360,000). AID 602141;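 active means corrected activity change at or below -50% at 5 µM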
NR2E3 ag-1: NR2E3 (human) agonism; AID 2300; GST-NR2E3/biotin-RetCOR TR-FRET, 1536-well; actives 0.12% (n = 320,000); inhibition of corepressor binding, % at 4.78 µM;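 active means percent inhibition above the cutoff of mean plus 3 SD of all tested compounds, set per screening campaign, cut at about 20% in these data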;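 further: 0% = DMSO wells and 100% = biotin wells as full block of FRET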
Target sequence (Q9Y5X4 whole entry, looked up): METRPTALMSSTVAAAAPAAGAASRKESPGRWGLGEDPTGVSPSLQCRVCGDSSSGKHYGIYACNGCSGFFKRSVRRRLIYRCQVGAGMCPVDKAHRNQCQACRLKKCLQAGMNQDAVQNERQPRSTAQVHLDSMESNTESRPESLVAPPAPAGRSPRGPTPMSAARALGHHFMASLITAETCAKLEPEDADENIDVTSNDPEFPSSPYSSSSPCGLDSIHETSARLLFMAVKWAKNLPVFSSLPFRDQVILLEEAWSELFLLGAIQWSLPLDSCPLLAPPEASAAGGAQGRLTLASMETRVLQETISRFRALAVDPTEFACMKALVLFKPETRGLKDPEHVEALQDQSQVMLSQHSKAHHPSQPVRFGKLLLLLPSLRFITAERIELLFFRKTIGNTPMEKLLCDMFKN
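Format: 1536-well format; test system: GST-NR2E3 and biotin-RetCOR proteins; read-out basis: percent inhibition of TR-FRET ratio; timing: 5 h incubation at 4 °C; detection: time-resolved FRET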
C8 TRAIL sens: sensitizes caspase-8 expressing cells to TRAIL. actives 1% (n = 360,000). inhibition (viability loss, TRAIL sensitization), % at 10 µM. AID 624354. NB7+C8 cells + TRAIL, ATPlite viability luminescence;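 active means compounds causing at least 50% loss of cell viability in the single-dose screen, relative to plate controls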
NR2E3 ag-2: human photoreceptor-specific nuclear receptor agonism; AID 602229; Q9Y5X4; CHO-S Gal4-NCOR/VP16-NR2E3 two-hybrid, luciferase; actives 0.35% (n = 360,000); inhibition of corepressor binding, % at 3.98 µM;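 active means inhibition above the mean of all tested compounds plus 3 SD, cut at about 70% in these data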;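 further: 0% = DMSO with NR2E3 transfected cells and 100% = cells lacking NR2E3 construct; higher means lower luciferase signal from less NR2E3 corepressor binding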
EBV LMP1 NFkB: Epstein-Barr LMP1 NF-kappaB reporter inhibition; inhibition, % at 12.5 µM; AID 504558; actives 0.69% (n = 350,000); LMP1-induced NF-kappaB luciferase reporter cells, luminescence; in the data active means inhibition above about 41%;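 further: 0% = neutral control wells and 100% = reference inhibitor control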
MITF TRPM1 inh: inhibitors of MITF-driven TRPM1 promoter in melanoma cells; SK-MEL-5 TRPM1 promoter luciferase, 24 h; inhibition, % at 12.5 µM; actives 0.83% (n = 330,000);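 active means mean inhibition across replicates of 60% or more, whatever share of single replicates reaches that level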; further: values of inactives mirror those of a sister screen read the other way
Peg3 promoter: inhibitors of Peg3 promoter | AID 588405 | HeLa PEG-Prom luciferase reporter, luminescence, overnight | actives 1.7% (n = 360,000) | inhibition, % at 20 µM;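 active means inhibition of at least 50% at 20 µM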
HIF-2a block: inhibitors of HIF-2a; inhibition, % at 18.8 µM; 786-0 RCC cells HIF-2a reporter, luciferase luminescence, overnight; actives 0.72% (n = 360,000);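 active means inhibition of the luminescence signal of 40% or more relative to plate controls, in a single-dose primary screen at 18.75 µM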
Shn3 inh set2: reduces Shn3 3'UTR luciferase signal in osteoblasts; AID 588674; actives 0.52% (n = 360,000); Clone20 osteoblast Shn3 3'UTR firefly luciferase, 24 h; inhibition, % at 12.5 µM;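 active means mean inhibition of at least 75% with every replicate also reaching 75%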;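 further: 0% = median of neutral control wells and 100% = pilot-screen positive control compound; some compounds past the cut are filed as inactive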
CF NFkB block: cystic fibrosis NF-kB activation inhibition; KKLEB NF-kB-GFP reporter, PAF-induced, GFP fluorescence overnight; inhibition, % at 5 µM; actives 0.86% (n = 360,000); AID 588850;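 active means at least 50% inhibition at 5 µM, scaled per plate between neutral and stimulator controls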;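 further: PAF is a Pseudomonas aeruginosa culture filtrate used as stimulus; plate controls were PAF-stimulated DMSO wells for no effect and unstimulated DMSO wells for full effect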
Numbers without * were called inactive; x = no result given; & = joins results of further samples; ! = not active in a repeat. A portion of the library (hit frequency here may not be typical).

SMILES	hiPSC survival	KKLEB tox	NR2E3 ag-1	C8 TRAIL sens	NR2E3 ag-2	EBV LMP1 NFkB	MITF TRPM1 inh	Peg3 promoter	HIF-2a block	Shn3 inh set2	CF NFkB block
COc1ccc(C(=O)c2c(C)c3ccccc3n2CC(O)CNC(C)C)cc1 (configuration not stated)	-2.8	-11.1	-0.1	-1.7	24.6	-2.3	29.3	15.7	20.3	11.4	14.6
Fc1ccc(Br)cc1C1C=C(c2ccc(Br)cc2)Nc2ncnn21 (configuration not stated)	0.5	-4.7	3.2	-7.9	4.4	0.6	-9.5	-19.8	-30.7	-8.1	-1.8
COc1ccc(/C=C/C(=O)OCC(=O)Nc2ccc(N3CCOCC3)cc2)cc1	-0.5	-7.9	0.4	4.7	-17.2	-19.0	3.5	-2.0	10.0	-6.0	9.0
COc1ccc(NC(=O)C(c2ccccc2)c2ccccc2)cn1	-1.2	5.0	-1.6	-8.6	-6.0	9.7	3.2	-0.5	19.5	2.1	21.3
CN(C)CCCNS(=O)(=O)c1ccc(NC2CCCCCC2)c([N+](=O)[O-])c1	0.0	-4.6	1.2	14.1	49.2	17.5	-5.6	2.6	0.3	63.7	21.9
O=C(CN(Cc1ccc(F)cc1)C(=O)CCC(=O)Nc1ccccn1)NCc1ccc(F)cc1	0.6	8.1	-1.6	-2.3	-20.8	-10.5	1.0	8.9	13.6	8.2	-9.3
COc1cc(/C=C/C(C)=NNc2ccccc2)ccc1O	-2.0	-7.4	x	-3.0	20.3	1.6	1.3	-9.6	12.6	53.2	2.0
COc1ccccc1OCC(=O)N1CC2(C)CC1CC(C)(C)C2 (configuration not stated)	-0.7	5.4	1.4	-7.6	-22.6	-3.5	4.6	5.2	6.1	2.6	2.7
CCN(CC)CCn1c(OC)cc(=O)[nH]c1=O	2.7	1.7	2.2	5.9	-15.8	3.8	2.6	4.7	9.0	4.4	11.6
COc1ccccc1C(CNC(=O)c1ccc(S(=O)(=O)NCc2ccco2)cc1)N(C)C (configuration not stated)	-1.4	7.6	-5.3	-5.5	17.5	2.4	5.4	6.4	20.7	8.6	-15.2
COc1ccccc1CNC(=O)Cc1ccc(OC)c(OC)c1	-0.3	0.6	-2.1	-11.6	0.3	5.3	-2.9	9.2	4.6	6.8	6.9
COc1ccccc1NC(=O)Cn1c(C)nc2c(sc(=S)n2Cc2ccco2)c1=O	-0.1	-14.1	-3.4	-3.1	-3.4	-1.2	2.7	27.1	7.3	-5.0	-6.4

Quoted from the listing:
COc1ccccc1NC(=O)Cn1c(C)nc2c(sc(=S)n2Cc2ccco2)c1=O in CF NFkB block → -6.4
COc1ccccc1OCC(=O)N1CC2(C)CC1CC(C)(C)C2 (configuration not stated) in HIF-2a block → 6.1

(continued)
SMILES	hiPSC survival	KKLEB tox	NR2E3 ag-1	C8 TRAIL sens	NR2E3 ag-2	EBV LMP1 NFkB	MITF TRPM1 inh	Peg3 promoter	HIF-2a block	Shn3 inh set2	CF NFkB block
CC1(C(=O)NS(=O)(=O)c2ccc(F)cc2F)CCN1C(=O)CC1CCCC1 (configuration not stated)	1.0	15.5	x	4.0	-6.7	x	x	-4.2	-0.5	5.7	-5.4
CC(=O)c1c(C)[nH]c(C(=O)CN2C(=O)NC(C)(C)C2=O)c1C	-0.4	-1.8	3.5	4.3	1.8	3.7	5.3	1.2	3.8	-13.0	7.0
COCCn1c(COc2cccc(OC)c2)nnc1SCC(=O)NC1CCCC1	1.0	-5.0	-2.7	28.4	-34.3	5.2	5.3	18.4	13.0	1.7	-2.2
O=C(CNC(=S)N(Cc1ccccc1)Cc1cccnc1)NCCc1ccccc1	2.2	5.4	2.0	-11.7	-3.5	-2.3	6.3	-0.3	19.1	10.8	-12.5
CC(C)C(=O)c1cn(CC(=O)NCc2ccco2)c2ccccc12	0.4	2.3	0.1	-4.0	-15.3	-2.2	-19.1	-52.5	-94.1	-15.6	-2.9
C[C@@H]1CN([C@H](C)CO)C(=O)c2c(c3ccccc3n2C)-c2ccccc2CO[C@H]1CN(C)Cc1ccc2c(c1)OCCN2C	-0.8	1.4	x	3.1	-7.0	-0.9	x	2.3	-1.4	-10.5	6.7
CCSc1nnc2c(n1)OC=Nc1ccc(Br)cc1-2	4.1	11.9	4.6	-5.2	2.6	-2.1	15.1	2.9	-14.6	-5.4	-8.5
CSc1ccccc1NC(=O)COc1ccc(S(=O)(=O)N2CCCC2)cc1	0.2	3.6	-2.4	-3.2	-2.7	-1.1	12.9	10.4	19.2	6.5	-0.9
CC(/C=N/NC(=O)c1cc(-c2ccc(C)s2)[nH]n1)=C\c1ccccc1	-0.9	3.1	-2.4	-0.1	-81.0	21.8	11.0	16.9	-27.6	11.4	10.3
Cc1ccc(/C=C2\SC(=S)N(CCCC(=O)Nc3cccnc3)C2=O)cc1	-0.5	4.7	2.6	23.9	90.8*	71.8*	25.3	2.0	70.3*	72.3	-1.5
CCCn1c(SCC(=O)Nc2ccc(OCC)cc2)nnc1C(C)C	2.1	0.1	1.8	1.2	-8.8	6.0	-1.4	5.3	8.3	-2.8	4.7
CC(=O)N1c2ccc(S(=O)(=O)N3CCCC3C(=O)NCc3ccccc3Cl)cc2CC1C (configuration not stated)	-1.0	24.6	2.2	8.3	22.3	-1.9	x	12.0	2.9	-11.6	-31.5
Cc1ccc(C(=O)N(CC(=O)NC2CCCC2)Cc2cccs2)s1	-1.7	-3.4	4.2	-7.8	-10.9	2.5	5.8	11.1	9.1	14.7	-4.4
Cc1ccccc1CN1CCN(S(C)(=O)=O)CC1	2.5	15.9	0.4	2.5	6.1	4.5	7.1	4.0	17.6	-5.4	2.0
O=C(Nc1ccncc1)c1cc(-c2cccc(Br)c2)nc2ccccc12	0.3	-13.3	-3.2	35.8	23.1	-5.4	2.0	46.3	-43.4	9.1	-28.2
COc1cccc(C(O)c2nc(-c3cccc4cccnc34)cs2)c1 (configuration not stated)	-1.0	13.4	x	18.9	-1.6	x	x	-58.7	-162.7	8.6	-16.2
Cc1ccccc1C(C)(O)c1cnc(C)n1Cc1ccccc1 (configuration not stated)	-2.6	8.3	x	-12.0	1.4	-1.3	x	-5.0	13.5	28.0	-9.9
CCc1ccccc1NC(=O)c1cc(-c2cccc(O)c2)on1	2.1	4.9	1.5	-13.4	-88.8	-19.6	x	-173.5	-234.9	-55.1	2.5
Cc1cc(C)c2c(c1)[C@@H]1C=CC[C@@H]1[C@H](c1ccc(S(=O)(=O)N3CCOCC3)cc1)N2	-1.3	9.4	0.7	-12.8	-27.5	1.9	3.3	11.2	13.4	-0.7	5.1
Cc1ccc2c(c1)NC(=O)C(CC(=O)Nc1ccc(Br)c(C)c1)O2 (configuration not stated)	-0.6	-3.5	-2.5	-10.6	15.2	-2.5	-5.0	37.3	-2.1	6.2	-7.5
COc1ccccc1C(=O)NCC(=O)OCC(=O)c1cccc2ccccc12	0.4	4.2	-3.6	1.9	14.8	6.2	10.6	3.4	8.0	-11.6	-0.4
CCN1C(=O)/C(=C/c2ccc(C)o2)N(C)C1=S	0.7	5.9	-3.1	11.1	-20.0	-11.1	-13.2	-39.4	-78.6	-38.0	-7.7
Cc1ccc(S(=O)(=O)Oc2ccc(C(c3c(C)[nH][nH]c3=O)c3c(C)[nH][nH]c3=O)cc2)cc1	3.5	-4.2	2.3	-14.2	-9.6	-15.1	2.0	-19.3	-0.7	9.5	11.7
COc1ccc2nc3ccccc3nc2c1NC(=O)c1ccc(Cl)cc1Cl	1.2	-10.1	0.9	-10.2	2.1	-1.7	-9.4	3.5	6.1	19.6	-13.2
CCCCn1c(N)c(N(CCOC)C(=O)c2ccc3c(c2)C(=O)N(c2cc(C)ccc2C)C3=O)c(=O)[nH]c1=O	-0.3	-17.2	3.2	-2.9	-44.3	-16.1	-1.9	7.0	-2.9	-12.9	19.6
COCCN(C(=O)CSc1nnc(-c2ccncc2)n1C)c1c(N)n(CC(C)C)c(=O)[nH]c1=O	1.7	4.9	x	13.0	-29.8	-2.5	-13.5	6.6	0.1	-17.0	13.3
Cc1cc(N2CCCCC2)c(F)cc1[N+](=O)[O-]	-2.0	-8.0	0.8	4.0	4.3	14.2	4.1	16.9	5.5	24.6	11.9
CS(=O)(=O)N(CC(=O)NN=C1CCCCCC1)c1ccc(Oc2ccccc2)cc1	-2.8	-0.7	-3.3	-1.3	3.3	4.4	3.0	9.8	14.5	14.7	-10.3
Cc1ccc(CNC(=O)CSc2nnc3n2CCCCC3)cc1	-0.3	-3.9	0.8	-4.9	-5.8	-7.3	7.0	-4.0	15.6	6.1	14.3
COC(=O)C(C)Sc1n[nH]c(=S)s1 (configuration not stated)	0.6	2.9	2.0	-9.9	-5.5	-2.4	-7.5	4.5	7.7	5.3	1.9
COc1cc(NC(=O)c2csc(-c3ccncc3)n2)cc(C(=O)Nc2cccc(C(F)(F)F)c2)c1	-0.9&-2.3	11.1&17.2	1.1	29.3&23.8	-19.2&-6.2	22.0&16.8	3.7	49.9&46.7	-18.7&-13.3	38.6&-3.1	56.9*!
COc1ccc(C(=O)Oc2cccnc2)cc1	5.7	3.3	-2.3	-5.8	-20.2	-4.8	-17.7	-20.1	18.4	-1.0	0.6
Cc1nc(NC(C)C)c2oc3ccccc3c2n1	-2.4	5.8	-1.4	10.9	14.2	9.4	3.3	10.7	21.0	33.1	8.6
CC(C)N1CC(C(=O)Nc2ccc(C#N)cc2)CC1=O (configuration not stated)	0.8	-7.3	0.1	-10.1	0.1	-1.7	9.4	0.1	9.9	1.9	12.5
COC(=O)c1cccc(-n2cnnn2)c1	-3.6	-0.5	4.5	-8.0	6.2	0.5	13.8	3.0	3.2	-6.5	-5.5
CCCCNc1c(N)n(CC(C)C)c(=O)[nH]c1=O	0.9	-11.4	0.6	-3.0	-24.9	9.8	-1.5	6.0	12.8	-7.6	6.4

HIF-2a block, hit marks shown above
compound,NR2E3 ag-1,NR2E3 ag-2,EBV LMP1 NFkB,MITF TRPM1 inh,Peg3 promoter,HIF-2a block,Shn3 inh set2,CF NFkB block
Cc1ccc(/C=C2\SC(=S)N(CCCC(=O)Nc3cccnc3)C2=O)cc1,2.6,90.8*,71.8*,25.3,2.0,70.3*,72.3,-1.5

(listing goes on)
SMILES	hiPSC survival	KKLEB tox	NR2E3 ag-1	C8 TRAIL sens	NR2E3 ag-2	EBV LMP1 NFkB	MITF TRPM1 inh	Peg3 promoter	HIF-2a block	Shn3 inh set2	CF NFkB block
COC(=O)n1c(=O)oc2cc(S(=O)(=O)N3CCCCC3)ccc21	-2.7	-6.5	-1.9	-2.8	-1.5	-2.9	-7.8	8.7	4.8	-19.5	3.9
O=c1c2cc(Cl)ccc2[nH]c(=S)n1Cc1cccs1	1.0	9.9	0.9	-12.2	4.6	-10.4	7.1	23.9	-6.8	-8.6	-0.7
CCC(=O)N1CCN(c2ccc(NC(=O)c3ccco3)cc2)CC1	-1.5	9.2	1.0	16.4	-43.0	-2.2	-20.0	-61.0	-100.6	1.3	-2.4
CCN(C(=O)COC(=O)CNS(=O)(=O)c1ccc(C)cc1)C1CCS(=O)(=O)C1 (configuration not stated)	-2.2	-1.9	x	1.3	27.9	-5.9	x	13.3	22.3	-8.3	-13.8
CCN1CCN(c2nc(-c3ccccn3)nc3ccccc23)CC1	9.6	15.5	1.9	-10.9	0.7	0.2	8.6	20.9	0.8	8.6	-8.3
